Compound activity deposited in PubChem by several laboratories.
proCasp3 act: activators of human procaspase-3. P42574. recombinant procaspase-3 D3A, Ac-DEVD-pNA absorbance 405 nm. activation, % at 8.5 µM. 330,000 tested, 0.11% active. AID 463141;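 active means activation above the mean of all tested compounds plus 3 SD, cut at about 21% in these data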;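 further: 0% = DMSO alone and 100% = DMSO wells spiked with extra 5 µM PC-3 D3A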
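Assay system – Procaspase-3 D3A mutant · Benchmarks – DMSO low control, extra-enzyme high control · Technique – 405 nm absorbance of p-nitroaniline, reads at 0 and 120 min · Doses – 8.5 µM nominal · Measure – % activation between DMSO and enzyme-spiked controls · Also added – Ac-DEVD-pNA chromogenic peptide substrate · Schedule – 1 h compound preincubation, 2 h substrate hydrolysis at 25 °C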
RPL19A-GFP yeast: alters RPL19A-GFP fluorescence in TOR pathway yeast screen; 330,000 tested, 0.3% active; AID 2025; percent response vs DMSO, % at 10 µM; S. cerevisiae RPL19A-GFP strain, flow cytometry, 3 h; active compounds read low;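 active means percent response vs DMSO below 50%; inconclusive means fewer than 70 events counted for the yeast strain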;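 further: median channel GFP fluorescence of the barcoded RPL19A-GFP strain; ratio of sample median GFP to plate DMSO average so 100% = DMSO; lower means less RPL19A-GFP as with rapamycin TOR inhibition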
procasp7 counter: counter-screen for procaspase-3 activators: activators of human procaspase-7. recombinant procaspase-7, Ac-DEVD-pNA absorbance 405 nm; D23A/D198A/D206A triple mutant, cannot self-cleave; scale: DMSO 0, 5 µM enzyme 100. activation, % at 8.5 µM. 330,000 tested, 0.093% active. AID 463210;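 active means percent activation above the screen-wide mean plus 3 SD, cut at about 25% in these data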
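Assay system: Uncleavable procaspase-7 mutant enzyme / Input: 2 µM procaspase-7 mutant as dispensed / Dosing: single nominal 8.5 µM compound dose, 0.8% DMSO final / Timing: 1 h enzyme–compound preincubation and 2 h substrate reaction, both 25 °C / Detection: p-Nitroaniline absorbance at 405 nm, read at 0 and 120 min / Replication: singlicate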
AGP1 TOR yeast: modulators of TOR pathway AGP1-GFP in S. cerevisiae; 320,000 tested, 0.02% active; S. cerevisiae AGP1-GFP multiplex flow cytometry, 3 h; GFP as percent of DMSO wells; GFP response vs DMSO, % at 10 µM;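 active means GFP response relative to DMSO above a set limit, near screen average plus 3 SD, cut at about 150% in these data; inconclusive means fewer than 70 cells counted for the yeast strain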;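 further: median GFP channel fluorescence of the gated AGP1 strain per well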
MEP2-GFP yeast: yeast TOR pathway MEP2-GFP modulation; S. cerevisiae MEP2-GFP strain, flow cytometry GFP, 3 h; 100% = DMSO control level; 330,000 tested, 0.51% active; GFP response vs DMSO, % at 10 µM;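 active means GFP response versus DMSO above a set limit, roughly screen mean plus 3 SD, cut at about 180% in these data; inconclusive means fewer than 70 cells counted for a yeast strain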;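 further: median GFP fluorescence of the barcode-gated MEP2-GFP cells per well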
AHR activator: activators of human aryl hydrocarbon receptor; activation, % at 5 µM; 320,000 tested, 2.5% active; AHR-responsive luciferase reporter cells, luminescence; AID 2796; P35869; in the data active means activation above about 47%;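 further: 0% = vehicle wells and 100% = reference agonist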
Target sequence (P35869 whole entry, looked up): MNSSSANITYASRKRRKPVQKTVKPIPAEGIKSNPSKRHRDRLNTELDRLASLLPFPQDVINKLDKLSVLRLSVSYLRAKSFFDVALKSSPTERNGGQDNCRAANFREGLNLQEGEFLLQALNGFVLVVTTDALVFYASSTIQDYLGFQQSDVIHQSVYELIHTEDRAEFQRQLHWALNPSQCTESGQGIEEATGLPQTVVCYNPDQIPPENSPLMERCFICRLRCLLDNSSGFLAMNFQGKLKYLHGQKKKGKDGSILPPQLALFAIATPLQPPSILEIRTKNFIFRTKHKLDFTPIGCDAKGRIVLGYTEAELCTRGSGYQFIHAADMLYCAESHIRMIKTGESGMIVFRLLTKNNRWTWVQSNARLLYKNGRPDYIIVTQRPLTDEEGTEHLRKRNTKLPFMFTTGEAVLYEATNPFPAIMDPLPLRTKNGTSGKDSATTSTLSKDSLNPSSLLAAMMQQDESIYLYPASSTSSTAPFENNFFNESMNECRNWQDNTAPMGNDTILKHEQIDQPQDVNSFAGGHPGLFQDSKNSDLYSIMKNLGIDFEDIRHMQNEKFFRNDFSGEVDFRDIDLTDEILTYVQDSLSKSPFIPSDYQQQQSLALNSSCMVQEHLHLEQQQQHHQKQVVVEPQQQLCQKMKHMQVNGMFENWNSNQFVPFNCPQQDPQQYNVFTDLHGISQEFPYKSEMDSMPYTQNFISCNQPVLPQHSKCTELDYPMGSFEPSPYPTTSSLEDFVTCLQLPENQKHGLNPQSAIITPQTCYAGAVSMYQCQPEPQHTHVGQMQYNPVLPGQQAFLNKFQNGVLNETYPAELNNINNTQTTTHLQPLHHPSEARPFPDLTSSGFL
CIT2-GFP yeast: modulators of TOR pathway CIT2-GFP in S. cerevisiae | S. cerevisiae CIT2-GFP strain, flow cytometry, 3 h; 100 means same as DMSO wells | 320,000 tested, 0.065% active | GFP response vs DMSO, % at 10 µM;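 active means GFP response relative to DMSO above a set limit, near the screen mean plus 3 SD, cut at about 150% in these data; inconclusive means Fewer than 70 cells measured for a yeast strain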;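 further: ratio of well median GFP fluorescence to mean of DMSO wells on the plate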
LAP4-GFP MLPCN: alters LAP4-GFP fluorescence in TOR pathway yeast screen | 320,000 tested, 0.34% active | GFP response vs DMSO, % at 10 µM | AID 2023 | S. cerevisiae LAP4-GFP multiplex, flow cytometry GFP, 3 h; median GFP as percent of DMSO wells;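 active means GFP response vs DMSO above a set limit, about the screen mean plus 3 SD, cut at about 150% in these data; inconclusive means under 70 cell events counted for the yeast strain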
* = called active by the depositor; ? = inconclusive; . = no result given; [ ] = dose if it differs, or a comment.

SMILES	proCasp3 act	RPL19A-GFP yeast	procasp7 counter	AGP1 TOR yeast	MEP2-GFP yeast	AHR activator	CIT2-GFP yeast	LAP4-GFP MLPCN
CCOc1ccc(/C=N/NC(=O)c2ccccc2Cl)cc1CN1CC2CC(C1)c1cccc(=O)n1C2 (configuration not stated)	6	103	-8	103	98	8	98	103
CC#CCN1c2ccccc2[C@]23C[C@@H](C(=O)OC)N(C(=O)NC4CCCCC4)C2=NC(C(=O)OC)=C(C(=O)OC)[C@H]13	0	99	6	103	101	1	97	96
Cc1ccc(NC2=C(Cl)C(=O)N(C3CCCCC3)C2=O)cc1	0	89	6	87	95	0	93	84
Cc1cccc(NC(=O)c2ccc(C)c(S(=O)(=O)N3CCCCC3)c2)n1	5	99	-1	105	97	10	92	102
CCc1ccc(C(=O)NNC(=O)c2c(CC)noc2C)cc1	10	95	-13	100	97	3	87	96
COc1cccc(-c2cc(C(=O)Nc3c(C)n(C)n(-c4ccccc4)c3=O)no2)c1	10	103	4	101	101	0	101	102
CN(Cc1ccc(Cl)cc1)C(=O)c1cc(S(=O)(=O)N2CCOCC2)ccc1N1CCCC1	-8	100	0	103	98	0	103	101
c1ccc(-c2csc(-n3cnnn3)n2)cc1	6	104	10	88	98	-6	.	84
Cc1nc(Nc2ccc(S(N)(=O)=O)cc2)sc1C(=O)Nc1ccccc1	-6	97	-2	100	96	-8	90	98
COc1ccc(OC)c(C2NC(=O)NC(C)=C2C(=O)Nc2ccc(C)cc2)c1 (configuration not stated)	-4	95	23	105	104	2	100	99
CC(C)c1ccc(OCC(O)CN2CCN(c3ccccn3)CC2)cc1 (configuration not stated)	4	100	7	94	107	-2	108	91
COc1ccc(C(O)c2nc3ccccc3s2)cc1 (configuration not stated)	-1	97	-1	96	101	1	89	112
O=C(NCc1cccs1)c1cc(-c2ccc(O)cc2)on1	5	95	8	99	98	5	87	96
CC(=O)N1c2ccc(S(=O)(=O)N3CCCC(C(=O)Nc4cccc(Cl)c4)C3)cc2CC1C (configuration not stated)	16	96	4	96	94	0	88	97
CC[C@@]12C(=O)N(c3cccc(F)c3)C(=O)N1[C@H](c1ccc(Br)cc1)[C@@H]1C(=O)N(C(C)(C)C)C(=O)[C@@H]12	4	106	3	99	99	2	111	111
O=c1[nH]cnc2c1oc1ccccc12	-6	100	-5	99	98	16	91	96
Cc1cc(C)cc(N2C(=O)CC(c3ccccc3)CC2=O)c1	-10	92	6	94	91	0	92	104
CCOCCCNC(=O)C(NC(=O)c1ccc(=O)[nH]c1)c1ccccc1 (configuration not stated)	3	93	0	90	93	2	90	90
O=C(COc1ccc(Cl)cc1)Nc1ccc2c(c1)CCC2	4	102	2	94	95	10	94	96
COc1ccccc1CN1Cc2cccc3c2[C@@H](CC1=O)[C@H](O)[C@H](O)C3	9	102	2	106	97	2	106	107
Cc1csc(C(=O)O)c1NC(=O)c1c(Cl)cccc1Cl	7	108	3	107	111	4	111	97
C=CCN1C(=O)C(O)(CC(=O)c2ccccc2)c2ccccc21 (configuration not stated)	3	91	3	95	95	6	105	93
CCCCCOc1ccc(/C(C)=N/NC2=NCCN2)cc1	8	99	5	99	106	9	103	100
Cn1nc(OC(=O)Nc2cccc(Cl)c2)cc1C(F)(F)F	-4	100	1	99	98	14	101	101
Cc1ccccc1Nc1nc(N)nc(CSc2nnc3ccccn23)n1	-13	100	-4	107	106	15	109	98
COCCNC(=O)Nc1ccc2nc(-c3ccco3)c(-c3ccco3)nc2c1	-25	23*[may fluoresce violet]	-21	?	83[may fluoresce violet]	4	?	135[may fluoresce violet]
Cc1n[nH]c(=O)nc1NC1CCCCC1	4	97	1	92	97	-2	103	93
CCCc1c(C(=O)N/N=C/c2cccc(OCc3ccc(F)cc3)c2)nnn1-c1nonc1N	2	97	11	97	102	1	110	96
O=C(CSCC(=O)N1CCCCC1)Nc1nc(-c2ccc(Cl)s2)cs1	1	91	3	95	94	32	86	106
COc1cccc(CNC(=O)CCn2c(=O)oc3ccccc32)c1	-5	100	1	107	104	-2	104	97
O=C(Nc1ccc(-c2ccc3nncn3n2)cc1)c1ccc(Br)o1	3	102	2	108	104	-8	107	103
COCCCNC(=S)N1CCCC(c2nc3cc(C)c(C)cc3[nH]2)C1 (configuration not stated)	5	95	3	92	97	13	94	106
COC(=O)[C@H](Cc1ccc(O)cc1)NC(=O)Cn1ccc(NC(=O)OCc2ccccc2)nc1=O	-1	95	9	104	99	0	91	105
Cc1ccc(C(=O)N(CCN(C)C)CC2CCCN(Cc3ccccc3F)C2)cc1C (configuration not stated)	4	103	7	101	103	-1	100	106
CC(C)CC(=O)Nc1nnc(-c2ccco2)s1	3	106	0	74	90	10	61	101
COc1cccc(C(=O)NCCN2CCOCC2)c1	4	103	2	103	102	1	107	99
CCCCC(=O)OCc1cn(-c2ccc(Cl)cc2)nn1	1	104	-2	94	100	1	117	86
Cc1cccc(N)c1SC1CCCCC1O (configuration not stated)	3	96	2	97	99	2	97	92
COc1ccc(C(=O)COC(=O)c2sccc2C)cc1OC	5	93	9	98	94	1	87	105
COC(=O)c1c(NC(=O)c2ccccc2)sc2c1CC(C)(C)OC2	3	.	-6	109	108	0	112	106

Rewritten with values under each structure: part of the list above
The line under a structure holds: proCasp3 act	RPL19A-GFP yeast	procasp7 counter	AGP1 TOR yeast	MEP2-GFP yeast	AHR activator	CIT2-GFP yeast	LAP4-GFP MLPCN
- Cc1ccccc1Nc1nc(N)nc(CSc2nnc3ccccn23)n1
 : -13	100	-4	107	106	15	109	98
- COCCNC(=O)Nc1ccc2nc(-c3ccco3)c(-c3ccco3)nc2c1
 : -25	23*[may fluoresce violet]	-21	?	83[may fluoresce violet]	4	?	135[may fluoresce violet]
- Cc1n[nH]c(=O)nc1NC1CCCCC1
 : 4	97	1	92	97	-2	103	93
- CCCc1c(C(=O)N/N=C/c2cccc(OCc3ccc(F)cc3)c2)nnn1-c1nonc1N
 : 2	97	11	97	102	1	110	96
- O=C(CSCC(=O)N1CCCCC1)Nc1nc(-c2ccc(Cl)s2)cs1
 : 1	91	3	95	94	32	86	106
- COc1cccc(CNC(=O)CCn2c(=O)oc3ccccc32)c1
 : -5	100	1	107	104	-2	104	97
- O=C(Nc1ccc(-c2ccc3nncn3n2)cc1)c1ccc(Br)o1
 : 3	102	2	108	104	-8	107	103
- COCCCNC(=S)N1CCCC(c2nc3cc(C)c(C)cc3[nH]2)C1 (configuration not stated)
 : 5	95	3	92	97	13	94	106
- COC(=O)[C@H](Cc1ccc(O)cc1)NC(=O)Cn1ccc(NC(=O)OCc2ccccc2)nc1=O
 : -1	95	9	104	99	0	91	105
- Cc1ccc(C(=O)N(CCN(C)C)CC2CCCN(Cc3ccccc3F)C2)cc1C (configuration not stated)
 : 4	103	7	101	103	-1	100	106
- CC(C)CC(=O)Nc1nnc(-c2ccco2)s1
 : 3	106	0	74	90	10	61	101
- COc1cccc(C(=O)NCCN2CCOCC2)c1
 : 4	103	2	103	102	1	107	99

Taken from above.
Reading of COc1cccc(CNC(=O)CCn2c(=O)oc3ccccc32)c1 under AGP1 TOR yeast: 107
Reading of Cn1nc(OC(=O)Nc2cccc(Cl)c2)cc1C(F)(F)F under AGP1 TOR yeast: 99

(list continues)
SMILES	proCasp3 act	RPL19A-GFP yeast	procasp7 counter	AGP1 TOR yeast	MEP2-GFP yeast	AHR activator	CIT2-GFP yeast	LAP4-GFP MLPCN
O=C(CCCOc1ccccc1)NCc1ccco1	8	107	2	113	103	2	107	103
Cc1onc(-c2c(F)cccc2Cl)c1-c1nnc(-c2ccc(C(F)(F)F)cc2)o1	-6	100	-3	.	102	4	.	.
CN(c1ccc(C(=O)Nc2nccs2)cc1)S(=O)(=O)c1ccccc1	10	97	-2	93	108	12	95	100
CN(C)c1nccc(N(Cc2ccccc2)Cc2ccccc2)c1C#N	-2	101	4	97	95	11	96	107
CC/C(=N\NC(=O)C1CCCC1)c1ccc(Br)cc1	.	125	.	94	101	.	88	73
CCC(C(=O)N1CCCCCC1)n1nc(C)n2c(cc3occc32)c1=O (configuration not stated)	-2	94	7	100	98	1	103	97
CO[C@H]1O[C@H](CBr)[C@@H](OC(=O)c2ccccc2)[C@H](O)[C@H]1O	1	89	9	100	97	-1	92	103
CCC(C)[C@H]1CN=C(N)N1CCc1cc(C(F)(F)F)cc(C(F)(F)F)c1 (some centres not stated)	-1	102	-3	109	101	5	102	95
O=C(COC(=O)CC1CC2CCC1C2)NCc1ccccc1 (configuration not stated)	-3	100	-1	107	100	-1	105	103
COc1ccc(C(=O)c2cc3cccc(OC)c3o2)cc1	5	96	8	88	101	5	97	106
CC(=O)c1ccc(C(=O)Nc2nnc(-c3ccc(Cl)cc3)o2)cc1	1	95	1	96	108	3	99	125
S=c1[nH]nc(Nc2ccccc2Cl)s1	-13	85	-25	84	92	4	86	85
Cc1ccc2[nH]c(=O)c(CN(CC3CCCO3)S(=O)(=O)c3c(C)ccc4nsnc34)cc2c1 (configuration not stated)	5	98	3	98	96	2	104	97
CCCCC(=O)NC(c1ccc(C(C)C)cc1)c1ccc2cccnc2c1O (configuration not stated)	7	105	-10	99	107	2	105	89
CCN(Cc1ccncc1)C(=O)Cc1cccs1	-2	96	11	96	98	2	99	95
Cc1cccc(S(=O)(=O)Nc2nc3ccccc3nc2NCc2ccco2)c1	-8	100	-11	94	92	12	99	100
CCOC(=O)N1CCN(C(=O)CS(=O)(=O)c2cn(Cc3ccccc3Cl)c3ccccc23)CC1	12	89	-1	87	91	0	83	88
Cc1ccccc1OCC(O)CN1CCN(CC(O)COc2ccccc2C)C(C)C1 (configuration not stated)	3	104	9	97	110	-1	98	101
Cc1nn(CC(=O)N2CCC(C(N)=O)CC2)c(=O)c2nn(-c3ccccc3)c(C)c12	0	106	-5	101	101	1	100	101
O=C(CSc1nc2[nH]ncc2c(=O)n1-c1ccccc1)c1ccc2c(c1)OCCO2	-2	103	-1	103	105	8	.	91
N#Cc1cc(Sc2ccccn2)c([N+](=O)[O-])cc1C#N	-5	113	-2	110	127	0	158*	156*
O=C(OCn1ncc(Cl)c(Cl)c1=O)c1cccc(C(F)(F)F)c1	5	97	-6	97	109	5	95	120
Cc1ccc(NC(=O)Nn2cnnc2)cc1Cl	2	83	-4	98	110	-1	91	88
O=C(C1CCCN(S(=O)(=O)c2cccnc2)C1)N1CCn2c1nc1ccccc12 (configuration not stated)	-1	100	5	104	104	-2	97	105
